Bioassay records as filed in PubChem BioAssay.
PTEN del growth: PTEN-deleted cell growth suppression; viability, % at 10 µM; 140,000 tested, 1.2% active; HCT116 PTEN-null viability, CellTiter-Glo, 60 h; hits give low values;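 active = viability at or below a set limit, 4 SD under the median of all tested compounds, cut at about 3.7% in these data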;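 also: PTEN knockout HCT116 line with beta catenin targeted HCT116 as companion control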
Yeast growth inh: chemicals that inhibit yeast BB579 growth in restrictive medium (lifespan-shortening candidates); 140,000 tested, 0.51% active; S. cerevisiae BB579 growth, OD615, 48 h; inhibition, % at 10 µM;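 active = inhibition above a set limit, 3 SD over the mean compound inhibition, cut at about 44% in these data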; also: inactives centre near -24
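Test system: Saccharomyces cerevisiae DeaD strain BB579, replicative lifespan model yeast | Buffer or medium: Restrictive CSMM-D medium | Doses: One dose, 10 µM compound with 0.25% DMSO | Incubation: 48 h exposure, 30 °C | Detection: Culture absorbance at 615 nm | Control set: Amphotericin B at 10 µg/mL as positive control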
E-sel TNF inh: blocks E-selectin expression induced by TNF alpha. inhibition, % at 2 µM. HUVEC TNFa-induced E-selectin immunofluorescence, high content. 120,000 tested, 0.71% active;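 active = inhibition above the batch mean plus 3 SD, and confirmed as a hit on visual image review, cut at about 43% in these data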;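 also: 0% = TNF-stimulated DMSO wells and 100% = unstimulated control wells; not every result past the cut was called active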
MRP-1 activ: MRP-1 activation; AID 799; 140,000 tested, 0.61% active; H69AR cells + doxorubicin, viability rescue, CellTiter-Glo; viability increase, % at 10 µM;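 active = viability gain under doxorubicin at or above a set limit, the compound median plus 3 SD, cut at about 4.7% in these data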;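 also: MRP-1 overexpressing cells given doxorubicin 25 µM after compound pretreatment; 18-22 h compound pretreatment then 72 h with doxorubicin before readout; 0% = doxorubicin-only wells and 100% = vehicle-treated cells without doxorubicin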
GALR2 blocker: GALR2 (human) receptor antagonism | inhibition, % at 4 µM | GALR2-expressing cells, antagonist mode | 140,000 tested, 0.39% active | O43603; in the data active = inhibition above about 27%;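 also: cells stimulated with galanin 1-16 at roughly its EC80; 0% = agonist challenge control and 100% = basal control without agonist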
Target sequence (O43603 whole entry, looked up): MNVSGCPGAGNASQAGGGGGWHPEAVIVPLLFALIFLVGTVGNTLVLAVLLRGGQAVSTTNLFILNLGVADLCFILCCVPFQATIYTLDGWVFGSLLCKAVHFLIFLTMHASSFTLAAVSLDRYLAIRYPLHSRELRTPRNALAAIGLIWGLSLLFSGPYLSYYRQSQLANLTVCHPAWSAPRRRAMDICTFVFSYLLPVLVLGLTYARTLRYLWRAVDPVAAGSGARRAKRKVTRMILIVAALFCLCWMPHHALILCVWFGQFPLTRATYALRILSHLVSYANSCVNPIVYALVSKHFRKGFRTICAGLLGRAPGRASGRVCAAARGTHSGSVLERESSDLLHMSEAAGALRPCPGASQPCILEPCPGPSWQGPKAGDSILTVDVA
NPY Y2 blocker: antagonists of human neuropeptide Y receptor Y2; NPY-Y2 expressing cells, antagonist mode; inhibition, % at 2.7 µM; 140,000 tested, 0.99% active; AID 793; in the data active = inhibition above about 17%;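 also: 0% = vehicle with agonist challenge and 100% = reference antagonist with challenge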
Target sequence (P49146 whole entry, looked up): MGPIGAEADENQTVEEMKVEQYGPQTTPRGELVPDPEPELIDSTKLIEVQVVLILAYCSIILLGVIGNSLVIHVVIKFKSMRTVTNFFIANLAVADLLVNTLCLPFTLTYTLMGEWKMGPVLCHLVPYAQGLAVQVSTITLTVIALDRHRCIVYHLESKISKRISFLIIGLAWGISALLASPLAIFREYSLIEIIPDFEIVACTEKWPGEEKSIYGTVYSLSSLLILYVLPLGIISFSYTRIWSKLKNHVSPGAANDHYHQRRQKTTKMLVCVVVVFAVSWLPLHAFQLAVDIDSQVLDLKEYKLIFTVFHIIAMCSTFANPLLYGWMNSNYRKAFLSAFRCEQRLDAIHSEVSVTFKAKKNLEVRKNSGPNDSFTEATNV
Yeast lifespan up: yeast lifespan extension; S. cerevisiae growth with nicotinamide, OD615; deaD strain in restrictive glucose medium; inhibition of the nicotinamide effect, % at 10 µM; 130,000 tested, 0.68% active;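 active = inhibition above a set limit, placed 3 SD over the median of all compounds, cut at about 26% in these data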;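 also: 0% = nicotinamide-treated wells and 100% = cells grown without nicotinamide; some compounds called inactive have numbers as strong as hits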
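Buffer or medium: CSMM-D glucose medium, restrictive; test system: modified budding yeast, DeaD strain; compound: single dose 10 µM compound, 0.25% DMSO; schedule: culture preincubation 4 h, compound exposure 48 h, both 30 °C; detection: optical density (absorbance) at 615 nm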
Measles CPE: protection of cells from measles virus | 140,000 tested, 1.5% active | protection (pct of control), % at 4 µM | Measles virus-infected cells, CPE protection, absorbance; in the data active = protection mostly above about 24%, no sharp cut-off; inactive = mostly below about 26%; also: some compounds called inactive have numbers as strong as hits
Phagocytosis inh: inhibitors of macrophage phagocytosis; J774A.1 macrophage IgG-bead phagocytosis, imaging; inhibition, % at 5 µM; 110,000 tested, 0.07% active; AID 1029;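 active = inhibition above the mean of the plate negative controls plus 5 SD, cut at about 13% in these data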;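 also: phagocytic index as fraction of beads internalized from green versus red external bead signal; plate controls were DMSO negative control for no effect and cytochalasin-D positive control for full effect; some results beyond the cut were filed as inactive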
bCat KO growth: beta-catenin-lacking colon tumor cell growth suppression. viability, % at 10 µM. AID 818. 140,000 tested, 1.5% active. HCT116 beta-catenin knockout viability, CellTiter-Glo, 60 h; hits give low values;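 active = viability at or under a set limit, the compound median less 4 SD, cut at about 6% in these data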;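 also: 0% = Hyamine 1622 control at 20 µM and 100% = untreated cell control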
Numbers without * were called inactive; · = no result given.

The opening 2 compounds, to show the layout:
SMILES	PTEN del growth	Yeast growth inh	E-sel TNF inh	MRP-1 activ	GALR2 blocker	NPY Y2 blocker	Yeast lifespan up	Measles CPE	Phagocytosis inh	bCat KO growth
CSc1nc(N)c(C#N)c(-c2ccccc2Cl)c1C#N	86	-80	·	-0.9	-2	-2	-11	26	0	89
COC(=O)c1ccccc1S(=O)(=O)N1Cc2cc([N+](=O)[O-])ccc2Oc2ccccc21	89	-71	20	-0.3	0	7	6	10	-2	92

The list itself, previewed entries included:
SMILES	PTEN del growth	Yeast growth inh	E-sel TNF inh	MRP-1 activ	GALR2 blocker	NPY Y2 blocker	Yeast lifespan up	Measles CPE	Phagocytosis inh	bCat KO growth
CSc1nc(N)c(C#N)c(-c2ccccc2Cl)c1C#N	86	-80	·	-0.9	-2	-2	-11	26	0	89
COC(=O)c1ccccc1S(=O)(=O)N1Cc2cc([N+](=O)[O-])ccc2Oc2ccccc21	89	-71	20	-0.3	0	7	6	10	-2	92
Cc1ccc(N(CCC(=O)Nc2nnc(C3CC3)s2)S(=O)(=O)c2ccccc2)cc1	97	-15	15	-1.8	-5	7	3	8	-6	105
CCOC(=O)Cc1c(C)nc2c(-c3ccc(Cl)cc3)c[nH]n2c1=O	55	-50	·	-1.9	12	7	-9	8	-2	62
COc1ccc(OC)c(NC(=O)CSc2ncccn2)c1	98	-61	6	-1.2	5	1	-14	31	1	111
CCN(CC)CCN1C(=O)C(=O)/C(=C(/O)c2ccncc2)C1c1ccccc1 (configuration not stated)	99	-27	·	-1.4	-13	2	-6	2	-3	104
O=C(Nc1sc2c(c1C(=O)NCC1CCCO1)CCCC2)c1cccs1 (configuration not stated)	92	-14	-9	-1.3	11	7	-10	16	0	96
O=C(Nc1ccccc1Cl)N(Cc1nc2ccccc2c(=O)[nH]1)Cc1cccs1	57	-20	7	-4.0	-10	0	1	9	-12	52
COCCOC(=O)C1=C(C)Nc2ncnn2C1c1ccc(F)cc1 (configuration not stated)	102	-25	12	0.2	11	1	-8	4	·	84
Cc1ccccc1NC1=C(Cl)C(=O)OC1OC(=O)c1ccco1 (configuration not stated)	74	-12	16	-2.5	-4	0	-2	25	-1	72
CC1SC(c2ccccc2Cl)NC1=O (configuration not stated)	103	-22	-1	0.9	-6	1	1	12	-1	96
Clc1ccccc1CSc1nncn1NC/C=C/c1ccccc1	79	-23	-15	-2.3	-3	5	8	17	-10	80
Cc1ccc(NC(=S)N=Nc2c(O)n(C)c3ccc(S(=O)(=O)N4CCOCC4)cc23)cc1C	15	-37	-9	-2.5	-9	2	2	12	-2	19
CCOC(=O)C1=C(CSCc2ccccc2)NC(=O)NC1c1cc(C)ccc1C (configuration not stated)	49	-59	9	-0.9	7	10	-6	2	-2	53
NC(=O)CSc1nnc(-c2ccc(S(=O)(=O)N3CCOCC3)cc2)n1CC1CCCO1 (configuration not stated)	84	-9	0	0.1	-10	0	4	11	0	103
CCN=C1SC(CC(=O)Nc2sc3c(c2C#N)CCCC3)C(=O)N1CC (configuration not stated)	28	-61	·	-1.2	-5	2	-2	6	-1	29
COc1ccc(CC(=O)NNC(=O)c2ccoc2C)cc1OC	107	-17	-9	1.1	-6	-1	-5	23	·	97
CCOC(=O)C1CCN(C(=O)c2sc3ncnc(N4CCC(C)CC4)c3c2C)CC1	85	-14	-15	-2.4	2	5	·	19	·	86
CCN1C(=O)N(C)C2(c3ccccc3)N(C)C(=O)N(C)C12c1ccccc1 (configuration not stated)	108	-17	-24	0.3	13	-1	-1	1	0	98
Cc1c(C)n(CCC#N)c2ccc(Cl)cc12	96	-61	·	-0.5	-2	2	-5	14	-5	94
COC(=O)c1c(-c2ccc(OC)c(OC)c2)csc1N	97	1	8	-3.3	-2	4	-9	3	4	97
CC(C)C(c1nnnn1C1CCCCC1)N1CCCc2ccccc21 (configuration not stated)	72	-30	11	4.4	0	4	·	6	·	74
Cc1ccc(CCNC(=O)CN2CCN(Cc3ccccc3F)C2=O)cc1	107	-36	4	1.0	-4	6	-6	26	0	92
Cc1ccc(OCCCC(=O)Nc2ccc(Br)cc2)cc1	95	-36	-34	-0.6	4	9	-5	16	-1	93
Cn1ccnc1Sc1nnnn1-c1ccccc1	101	-17	11	-1.2	6	4	-3	18	-1	100
(more compounds)
SMILES	PTEN del growth	Yeast growth inh	E-sel TNF inh	MRP-1 activ	GALR2 blocker	NPY Y2 blocker	Yeast lifespan up	Measles CPE	Phagocytosis inh	bCat KO growth
COc1ccccc1-c1nc2n(n1)C(c1ccccc1Cl)C(C(N)=O)=C(C)N2 (configuration not stated)	89	20	20	-2.1	-9	0	1	9	0	89
CCCCC(=O)NC(N1CCCCC1)C(Cl)(Cl)Cl (configuration not stated)	99	-11	-9	-2.5	3	1	-14	11	2	103
C#CCn1c(S(=O)(=O)Cc2ccc(F)cc2)nc(-c2ccccc2)c1-c1ccccc1	67	-38	·	-2.0	-2	4	-1	52*	2	60
CCCOc1c(OC)cccc1C1CC(=O)Nc2cc(OC)c(OC)c(OC)c21 (configuration not stated)	93	-13	31	-4.5	-2	7	-1	4	·	88
O=C(CN1C(=O)NC2(CCCCC2)C1=O)NCc1cccs1	90	-29	·	0.0	-8	3	1	18	-10	95
CC1(C)CC(=O)C2=C(C1)N(c1ccccc1)C(N)=C(C#N)C2c1cccnc1 (configuration not stated)	85	-28	·	-5.0	-18	1	3	12	·	93
Cc1ccccc1-n1c(SCC(=O)Nc2ccc3c(c2)OCO3)nnc1-c1ccccn1	77	-36	-3	-1.8	-8	2	·	4	·	91
Cc1ccc(C2=NN3C(C2)c2ccccc2OC32C(=O)Nc3ccccc32)cc1 (configuration not stated)	44	-29	-9	-4.9	7	5	-21	10	1	33
COc1ccccc1OCc1nnc(SCC(=O)NCc2ccco2)n1-c1ccccc1	96	-2	2	-2.6	-6	0	·	18	·	86
O=C1CCCCCC1C1(O)C(=O)Nc2ccccc21 (configuration not stated)	113	-86	19	-0.9	-10	-1	-15	10	0	96
CCCCOC(=O)C1=C(C)Nc2ncnn2C1c1ccc(OC)c(OC)c1OC (configuration not stated)	95	-44	0	-0.8	-10	2	-3	2	·	94
CC(C)Oc1ccc(C(CC(=O)NCCCN(C)C)c2ccc(F)cc2)cc1 (configuration not stated)	80	-9	·	-3.3	-8	6	2	10	6	83
CCOC(=O)CCSCC(=O)N1N=C(c2cccs2)CC1c1ccc(C)cc1 (configuration not stated)	96	-33	·	0.1	-5	4	10	18	-7	96
CCc1ccc(OCC(=O)NC(NC(=S)Nc2ccc(C)cc2C)C(Cl)(Cl)Cl)cc1 (configuration not stated)	5	-42	-34	-2.4	2	1	-4	7	-1	17
CS(=O)(=O)N(CC(=O)Nc1cccc(F)c1)c1cccc([N+](=O)[O-])c1	86	-25	-29	-2.0	6	-1	13	10	1	91
COc1cc2[nH]c3c(N4CCN(c5ccccn5)CC4)ncnc3c2cc1OC	2.7*	-88	·	-2.9	17	1	-6	4	1	7
c1ccc(Cn2ccc(-c3cnc(-c4ccccc4)s3)n2)cc1	77	-20	8	3.5	-6	0	-9	5	-1	48
CC(C)N(C(=O)COc1ccc(Br)cc1Cl)C(C)C	72	-9	25	-1.3	-3	13	-7	10	-1	70
C=CCn1c(SCC(=O)Nc2cccc3ccccc23)nc(O)c(CC)c1=O	88	-46	10	-1.8	-8	-1	-11	3	0	91
CCCCCCCC(=O)N/N=C(/C)c1c(O)cc(C)oc1=O	87	-13	-38	-2.9	0	4	40*	6	·	89
COc1ccc(-c2nnc(SC(=O)N3c4ccccc4Sc4ccccc43)o2)cc1	68	-6	·	-4.3	17	3	·	25	-1	66
O=C1c2ccccc2C(=O)N1Cc1nc(-c2ccncc2)no1	111	-49	41	-0.1	11	0	20	6	0	98
Cc1csc(NC(=O)c2ccc3c(=O)n4c(nc3c2)CCCCC4)n1	75	-19	·	-2.6	4	3	4	8	-7	74
CC(C)CCNC(=O)NC(=O)COC(=O)/C=C/c1cnc2ccccc2n1	87	-50	·	-2.3	5	6	-13	12	0	81
CCN(CC)C(=O)C1CCCN(c2ccc([N+](=O)[O-])cc2/C=N/NC(=O)c2cccc(O)c2)C1 (configuration not stated)	51	-32	23	-3.9	6	3	-4	3	0	56
(listing goes on)
SMILES	PTEN del growth	Yeast growth inh	E-sel TNF inh	MRP-1 activ	GALR2 blocker	NPY Y2 blocker	Yeast lifespan up	Measles CPE	Phagocytosis inh	bCat KO growth
CC(=O)Nc1ccc2c(c1)nc1n2CCOC1	104	2	-8	-0.7	-24	0	-5	21	0	105
CC1(C)CC(=O)C=C(NNC(=O)c2ccccc2)C1	93	-43	-17	-0.5	-5	8	-2	2	1	98
O=C(NCc1cccnc1)C1CCN(S(=O)(=O)N2CCC3(CC2)OCCO3)CC1	90	-11	8	-0.7	-8	4	-5	11	·	89
COc1ccc(Nc2ccc3nnc(-c4ccc(Br)cc4)n3n2)cc1	90	-36	10	0.4	0	0	-14	·	0	98
CCCCCCOc1ccc(-c2ccc(C#N)cn2)cc1	64	-76	-36	2.0	-2	4	-15	9	0	66
Cc1cccc(C(=O)Nc2ccc(NC(=O)Cc3ccc(Cl)cc3)cc2)c1	92	-38	·	0.9	9	2	8	6	-3	89
CC1CCCN(c2ccc(C(=O)OCC(=O)N3c4ccccc4Sc4ccccc43)cc2[N+](=O)[O-])C1 (configuration not stated)	99	-30	·	0.7	0	-1	5	10	-4	89
Cc1c(O)ccc(C(=O)CN2CCN(Cc3ccc4c(c3)OCO4)CC2)c1O	83	-31	·	-1.9	25	2	4	10	-7	95
CN1Cc2cccc3c2C(Cc2ccccc2S3)C1 (configuration not stated)	78	-12	·	-3.5	-3	5	1	14	-1	81
c1ccc(N2CCN(c3nc(-c4cccs4)nc4ccccc34)CC2)cc1	63	-30	·	7.3*	-9	14	-4	10	-6	51
CCNc1nc(Cl)nc(N(NC(C)=O)C(C)CC)n1 (configuration not stated)	100	-7	14	-1.5	-14	2	-1	3	-1	94
OC(CC1CC12c1ccccc1-c1ncccc12)(c1ccccc1)c1ccccc1 (configuration not stated)	64	-71	-10	4.7	-5	10	2	14	1	73
O=C(NCCC1=CCCCC1)c1coc(=O)c(Br)c1	1.0*	-31	86*	-5.5	-2	4	-28	7	-2	1.1*
CCn1cc(C(C)(C)C)c(C#N)c1NC(C)=O	93	-24	·	-0.4	4	0	-2	6	-1	90
CCOc1cc(CNc2ncnc3nc[nH]c23)ccc1OC	109	-30	-24	-0.5	15	2	-8	7	0	98
C=CCn1c(N)c(C(=O)Nc2ccccc2OC)sc1=S	77	-35	·	-4.8	-4	1	-9	30	-1	83
CCNC(=O)C/C(C)=N/NC(=O)C1CCCCC1	100	-1	·	-1.1	-5	2	1	18	-8	91
Cc1nn(CCC(=O)O)c(C)c1C	104	-25	7	-0.6	-3	1	-7	13	1	103
CCN(Cc1ccccc1)C(=O)CC1Oc2ccccc2NC1=O (configuration not stated)	95	-1	20	0.2	-2	0	-5	18	0	92
COc1cccc(NC(=O)CSc2nnc(-c3cc(C)n(-c4ccccc4)c3C)o2)c1	59	-24	-42	-3.8	-3	9	-1	5	·	71
O=S(=O)(CCc1ccccc1)/N=C/c1cccs1	99	1	-8	2.8	10	0	·	23	-1	99
